Dynein cargo inh = blocks dynein driven cargo transport along microtubules; 3617.4 mouse cells, GR-EGFP nuclear translocation imaging; test concentration mostly 20 µM; stimulated with dexamethasone, 1 µM; active compounds read low; z-score, hits read low; 220,000 tested, 0.47% active;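 active means plate z-score of nuclear minus cytoplasmic receptor signal below a set negative limit, without overly bright fluorescence or cell loss, cut at about -3.5 in these data, passing the limit was not always enough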;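 further: z-score of nuclear minus cytoplasmic ring GR-EGFP intensity difference per well; some compounds called inactive have numbers as strong as hits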
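Buffer or medium – tet-free medium with charcoal-stripped serum · Signal – automated 10x imaging of fixed Hoechst-stained cells · Also added – dexamethasone agonist, 1.0 µM final, for 30 min · Incubation – induction 48 h, compound 1 h, agonist 30 min · Read-out – GR-EGFP nuclear translocation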
P. falciparum M17LAP = P. falciparum M17LAP inhibitors, primary screen, biochemical, fluorogenic H-Leu-NHMec substrate, 1536-well (AID 1619); inhibition, % at 30 µM; hits with a dose series show IC50 in µM; 220,000 tested, 0.38% active; recombinant M17LAP, H-Leu-NHMec fluorogenic kinetic assay; higher % means a stronger effect;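 active means compound inhibiting the enzyme by more than half at any dose during confirmatory dose-response retesting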;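 further: plate controls were full reaction with DMSO carrier for no effect and no enzyme background for full effect; strong numbers were not always called active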
XIAP antagonists = XIAP antagonists, biochemical, IAP family, fluorescence polarization (AID 1018); XIAP BIR domain, fluorescence polarization peptide displacement; higher % means a stronger effect; displacement, % at 20 µM, or IC50 in µM where a hit was titrated; 200,000 tested, 0.007% active; in the data active means displacement above about 50%; further: a part of the inactive calls stands beside numbers as strong as those of hits
M1AAP inhibition = P. falciparum M1AAP inhibitors, biochemical, fluorogenic H-Leu-NHMec substrate, 1536-well (AID 1445); recombinant M1AAP, H-Leu-NHMec fluorogenic kinetic assay; higher % means a stronger effect; one-dose inhibition, % at 30 µM; IC50 in µM for titrated hits; 220,000 tested, 0.42% active;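 active means primary inhibition above the hit cutoff, then over 50% inhibition at one or more dose response concentrations, cut at about 23% in these data, passing the limit was not always enough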;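 further: plate controls were DMSO full reaction for no effect and no enzyme background for full effect; strong numbers were not always called active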
SIAH1 antagonists = blockers of Siah-1 interaction with plectin peptide – biochemical, fluorescence polarization, rhodamine-plectin, uHTS, primary screen (AID 1817); Siah-1 / rhodamine-plectin peptide fluorescence polarization; higher % means a stronger effect; displacement, % at 20 µM, or IC50 in µM where a hit was titrated; 290,000 tested, 0.02% active;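 active means displacement of at least 50% at 20 µM, with a fluorescence ratio check between 0.3 and a set limit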;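 further: plate controls were Siah plus tracer with DMSO for no effect and tracer alone without Siah for full effect; strong numbers were not always called active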
PMI inhibition = human PMI inhibitors, high substrate, primary screen, biochemical, fluorescence intensity, high mannose 6-phosphate (AID 1220); recombinant PMI enzyme, coupled fluorescence intensity; higher % means a stronger effect; inhibition, % at 20 µM, or IC50 in µM where a hit was titrated; 190,000 tested, 0.66% active
human PMI inhibition = inhibitors of human PMI, primary screen, biochemical, fluorescence intensity, coupled assay (AID 1209) | inhibition, % at 20 µM; hits with a dose series show IC50 in µM | purified PMI enzyme, coupled fluorescence intensity; higher % means a stronger effect | 190,000 tested, 0.42% active;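 further: plate controls were DMSO vehicle for no effect and wells lacking substrate for full effect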
LYP inhibition = inhibitors of LYP phosphatase, biochemical, fluorescence intensity, uHTS (AID 1779); recombinant LYP phosphatase, fluorescence intensity; higher % means a stronger effect; one-dose inhibition, % at 11.5 µM; IC50 in µM for titrated hits; 290,000 tested, 0.054% active;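 further: plate controls were vehicle with enzyme for no effect and no enzyme for full effect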
AID2073 = disruptors of CaV2.2 binding to Mint1 – biochemical, HTRF (AID 2073); HTRF protein-protein interaction, Mint1-CaV2.2; higher % means a stronger effect; one-dose inhibition, % at 20 µM; IC50 in µM for titrated hits; 290,000 tested, 0.19% active; in the data active means inhibition mostly above about 51%, no sharp cut-off; further: some results filed as inactive read as strong as hits
Dynein cargo inh cytoplasmic EGFP = recorded beside Dynein cargo inh, whose call it bears; z-score; measured here: cytoplasmic GR-EGFP intensity; active compounds read high
Dynein cargo inh nuclear GR-EGFP = recorded beside Dynein cargo inh, whose call it bears; z-score; measured here: nuclear GR-EGFP intensity;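 lower value marks the stronger effect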
Dynein cargo inh cell count = further read-out of Dynein cargo inh, marked with its call; z-score; measured here: cell count per field
Starred values were filed as active, the others as inactive; . = not tested or not shown. Unless noted, no stated cut-off is given here; in the data, active means inhibition above about 50%; inactive means the rest. Hits appear at their usual frequency; about 2.1% have a hit in one of these screens.

nr	PMI inhibition	LYP inhibition	SIAH1 antagonists	Dynein cargo inh cytoplasmic EGFP	M1AAP inhibition	Dynein cargo inh cell count	Dynein cargo inh	human PMI inhibition	AID2073	SMILES	P. falciparum M17LAP	XIAP antagonists	Dynein cargo inh nuclear GR-EGFP
1	8%	0%	2%	-0.24	4%	0.53	-0.84	8%	1%	CC(CNS(=O)(=O)c1ccccc1)(c1ccccc1)N1CCOCC1 (stereo unspecified)	2%	-4.7%	-0.64
2	.	6%	0%	-0.22	14%	-0.25	-0.47	.	26%	COc1ccccc1/C=C/C=NC1C(=O)N(c2ccccc2)[N+](C)=C1C (stereo unspecified)	0%	.	-0.44
3	.	-4%	1%	-0.18	5%	-1.2	0.0035	.	15%	Cc1ccc(-c2cc(C(=O)Nc3cccnc3)[nH]n2)c(O)c1C	2%	.	0.95
4	6%	-8%	-1%	-0.18	3%	0.073	-0.34	4%	-1%	O=C(O)C1(c2cccc(Cl)c2)CCC1	11%	-2.0%	-0.26
5	-2%	-3%	16%	-0.15	7%	0.45	-0.98	1%	13%	O=C(CC(c1ccccc1)(c1ccccc1)c1ccccc1)N[C@@H](Cc1ccc(O)cc1)C(=O)O	15%	-4.3%	-0.25
6	5%	-8%	2%	-0.077	-2%	-1.3	1.1	4%	1%	Cc1ccccc1NC(=O)COC(=O)Cc1cccc(C(F)(F)F)c1	8%	-0.7%	0.93
7	.	0%	-3%	-0.26	-4%	-0.68	0.59	.	16%	COC(=O)c1ccc(S(=O)(=O)N2CCN(C(c3ccccc3)c3ccccc3)CC2)n1C	5%	.	0.88
8	-7%	-5%	6%	-0.082	-2%	0.57	-0.51	-7%	10%	C=CCC1C=C(C)CC(CC=C)N1 (stereo unspecified)	3%	-8.0%	-0.62
9	-1%	-5%	-3%	-0.054	-1%	-1.7	1.3	-4%	-8%	CCOC(=O)CNC(=S)N(CCCN1CCCCCC1)Cc1cccs1	-5%	-2.4%	0.55
10	7%	-4%	0%	-0.21	8%	0.14	0.49	8%	3%	O=C1c2ccccc2NC(c2c(Cl)cccc2Cl)N1Cc1ccccc1 (stereo unspecified)	-6%	-6.4%	-0.66
11	17%	-2%	-8%	-0.21	-5%	-0.75	0.59	12%	-9%	CCN(CC)C(=O)CSc1nc2cc3c(cc2c(=O)n1Cc1ccco1)OCO3	-4%	-2.3%	-0.24
12	14%	-6%	-2%	-0.17	1%	-0.71	-0.25	13%	-12%	O=[N+]([O-])c1cc(/C=N/O)ccc1Oc1cccc(Cl)c1	1%	-6.4%	-0.0058
13	-2%	0%	0%	-0.13	-5%	0.8	-0.39	-4%	0%	CCN1C(=O)c2ccccc2S(=O)c2ccc(C(=O)N3CCCCCC3)cc21 (stereo unspecified)	-10%	.	-0.16
14	7%	2%	1%	-0.32	13%	-0.66	-0.4	7%	8%	CCOC(=O)c1c(NC(=O)C2CCCO2)sc2c1CCC2 (stereo unspecified)	8%	-5.7%	0.07
15	0%	0%	7%	-0.19	3%	-0.001	0.37	2%	-1%	COc1ccc(NC(=O)CSc2nccn2-c2ccccc2)c(OC)c1	-1%	2.5%	0.47
16	11%	-4%	-1%	-0.21	-3%	0.59	-0.64	18%	5%	O=C(c1cccc(F)c1)N1CCc2ccccc21	8%	-9.2%	-0.026
17	12%	4%	7%	-0.28	-4%	-1.2	1.9	13%	4%	COc1ccc(C(=O)NC(Nc2ccc(C)cc2)C(Cl)(Cl)Cl)cc1 (stereo unspecified)	-3%	-5.5%	0.61
18	3%	1%	1%	-0.057	2%	-0.27	0.53	8%	1%	C(=N\n1cnnc1)/c1ccccn1	-4%	-2.0%	0.65
19	7%	-4%	-2%	-0.2	2%	-0.42	1.8	6%	-7%	Cc1ccc(OC(=O)c2ccc(N3CCOCC3)c([N+](=O)[O-])c2)cc1	5%	-3.7%	0.53
20	-6%	-6%	6%	-0.25	-2%	0.71	-0.99	-2%	0%	CC(C)c1ccc(NC(=O)COC(=O)c2c[nH]c(=O)[nH]c2=O)cc1	49%	-2.6%	-0.26
21	2%	4%	-1%	-0.27	4%	-0.2	0.95	4%	-14%	O=C1CN(C(=O)/C=C/c2cccc(Cl)c2)c2ccccc2N1	4%	-2.9%	0.064
22	14%	-2%	5%	-0.3	1%	0.64	-0.37	11%	23%	CCOc1ccccc1CNC(=O)c1ccc(Sc2ccc(Cl)cc2)c(NC(C)=O)c1	-29%	-4.5%	-0.65
23	-9%	-16%	-5%	-0.31	8%	-2.1	3.1	-4%	49%	CCc1c(C)sc(NC(=O)c2cc(-c3cc(OC)ccc3OC)on2)c1C#N	3%	-4.9%	2.1
24	-5%	-2%	1%	-0.17	12%	-0.065	0.29	1%	10%	CCn1c(=O)c2c(nc(SCc3ccccn3)n2C)n(C)c1=O	5%	-2.8%	0.14
25	9%	-1%	-1%	-0.33	20%	0.5	-0.075	-7%	18%	CCOC(=O)Cc1csc(NC(=O)Cc2ccccc2[N+](=O)[O-])n1	24%	-6.2%	0.0064
26	7%	-4%	-4%	-0.25	7%	0.82	-0.22	9%	10%	Cc1ccc(SCC(=O)N2CCc3ccccc32)cc1	2%	-3.4%	-0.42
27	3%	-10%	2%	0.015	14%	0.41	-0.93	-4%	1%	CCn1c(SCC(=O)c2cc(C)n(C)c2C)nnc1-c1ccccc1	23%	-3.3%	-0.6
28	4%	0%	-5%	-0.39	1%	0.57	1.1	4%	12%	c1ccc(CN2CCC(Nc3nc(-c4cccs4)nc4ccccc34)CC2)cc1	-7%	-3.5%	0.29
29	-7%	-6%	3%	-0.069	-2%	0.47	0.02	-1%	7%	CCC(CC)NC(=O)Nc1ccccc1C	-7%	-4.7%	0.031
30	8%	-3%	-7%	-0.27	14%	0.61	-0.7	18%	-36%	O=C1CC(Nc2ccc(N3CCOCC3)cc2)C(=O)N1c1cccc(C(F)(F)F)c1 (stereo unspecified)	7%	-7.1%	-0.35
31	1%	-10%	6%	-0.23	6%	0.052	0.19	1%	25%	COC(=O)c1[nH]c2ccc(F)cc2c1NC(=O)Nc1ccc(OC)cc1	2%	-6.4%	-0.1
32	-8%	-3%	21%	0.64	3%	-0.96	0.57	-7%	-4%	CCCCC(=O)NS(=O)(=O)c1ccc(NS(C)(=O)=O)cc1	0%	4.0%	0.59
33	15%	-1%	0%	-0.22	5%	-0.25	-0.33	15%	10%	CC(=O)c1c(C(C)=O)c(C)n(-c2nc(-c3ccc(C)c(C)c3)c(C)s2)c1C	11%	0.4%	0.048
34	-6%	2%	0%	-0.21	4%	-0.28	0.7	-3%	-7%	COc1ccccc1-n1c(SCC(=O)NC2CCCCC2)nc2c(c1=O)SCC2	3%	-9.9%	0.4
35	-6%	3%	0%	0.19	-3%	-2.3	1.4	0%	-6%	Cc1cc2c(c(=O)n1CCN(C)C)C(c1ccncc1)C(C#N)=C(N)O2 (stereo unspecified)	3%	1.2%	2.6
36	0%	-5%	3%	.	.	.	.	-5%	28%	CC1(C)Cc2c(sc3c2c(=O)n(Cc2ccccc2)c2nncn32)CO1	.	-1.0%	.
37	7%	-4%	6%	-0.33	-2%	1.1	-0.58	22%	6%	O=C(Nc1nc2ccccc2s1)C1c2ccccc2Oc2ccccc21	-14%	-6.9%	-0.67
38	-2%	-10%	-1%	-0.23	1%	0.13	3.3	0%	26%	CC1=NN2C(=N)/C(=C\c3cc(C)n(-c4ccccc4)c3C)C(=O)N=C2S1	0%	4.6%	0.56
39	5%	-11%	3%	-0.24	-2%	0.78	-0.6	11%	12%	CCOC(=O)c1cnc2nc(NCc3ccc(OCc4ccccc4)cc3)[nH]n2c1=O	-2%	-10%	-0.37
40	-7%	-1%	-1%	-0.1	-8%	-0.25	0.37	-8%	-9%	CC1(C)Cc2nc(Cl)c(C(=O)O)cc2CO1	-8%	-7.1%	0.48
41	-3%	-8%	-2%	-0.29	-2%	0.34	-0.74	2%	1%	COCCOCCn1c(CCCO)nc2ccccc21	9%	0.3%	-0.33
42	28%	-4%	0%	-0.22	1%	0.37	-0.6	2%	-5%	O=C1CC(c2ccc(F)cc2)CC(O)=C1C1NCCc2ccccc21 (stereo unspecified)	10%	-3.1%	-0.7
43	-13%	-3%	8%	-0.32	18%	0.018	0.52	-7%	-6%	Cc1ccc(/C=N/NC(=O)C(C)NC(=O)c2ccccc2)cc1 (stereo unspecified)	0%	-3.8%	0.29
44	-9%	4%	16%	0.21	9%	-0.66	-2.3	-17%	52%	CCOC(=O)c1ccc(N2N=C(C)/C(=C/C=C/c3ccco3)C2=O)cc1	3%	0.9%	-1.3
45	.	-4%	13%	-0.28	-2%	-0.63	1.6	.	10%	Cc1ccc(-c2cc(Cc3ccc(N(C)C)cc3)c(=O)[nH]n2)cc1	-2%	.	1.3
46	16%	-5%	1%	-0.19	-1%	1.3	-0.11	20%	4%	CC[N+](C)(CC)CC(O)COCC1COc2ccccc2O1 (stereo unspecified)	-6%	-4.1%	-0.27

Whole records as entered above.
Results for O=C(Nc1nc2ccccc2s1)C1c2ccccc2Oc2ccccc21 = PMI inhibition: 7%; LYP inhibition: -4%; SIAH1 antagonists: 6%; Dynein cargo inh cytoplasmic EGFP: -0.33; M1AAP inhibition: -2%; Dynein cargo inh cell count: 1.1; Dynein cargo inh: -0.58; human PMI inhibition: 22%; AID2073: 6%; P. falciparum M17LAP: -14%; XIAP antagonists: -6.9%; Dynein cargo inh nuclear GR-EGFP: -0.67
Results for CCN1C(=O)c2ccccc2S(=O)c2ccc(C(=O)N3CCCCCC3)cc21 (stereo unspecified) = PMI inhibition: -2%; LYP inhibition: 0%; SIAH1 antagonists: 0%; Dynein cargo inh cytoplasmic EGFP: -0.13; M1AAP inhibition: -5%; Dynein cargo inh cell count: 0.8; Dynein cargo inh: -0.39; human PMI inhibition: -4%; AID2073: 0%; P. falciparum M17LAP: -10%; XIAP antagonists: .; Dynein cargo inh nuclear GR-EGFP: -0.16

Single values from the results shown:
Entry of no. 21 in AID2073: -14%
Entry of no. 30 in LYP inhibition: -3%
Entry of no. 13 in Dynein cargo inh cell count: 0.8
